# ASM inhibitor – inhibitors of human secretory acid sphingomyelinase. placental ASM, HMU-PC fluorogenic substrate, 60 min. Potency, µM (titrated, usually from 57.5 µM), for the others: at the top dose activity change, negative = inhibition, actives largely listed as inhibitors. actives 0.006% (n = 340,000). P17405; further: potency means the concentration at half of the fitted maximal effect
#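 Human placenta-derived ASM enzyme was preincubated with compound for 10 minutes at room temperature, then given fluorogenic substrate HMU-PC0 (9 uM final) for 60 minutes at 37 °C; a pH 10 stop preceded fluorescence reading at Ex 386/Em 447 nm.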
# Mito fusion yeast – mitochondrial division inhibition or fusion activation; S. cerevisiae fusion-defective mutant growth rescue, CellTiterGlo 48 h; Potency, µM (doses to about 46.1 µM), inactives show at the highest dose growth rescue (activation), most hits filed as activators; actives 0.23% (n = 320,000);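 further: potency means the concentration at half of the fitted maximal effect; % of control where 0% means no effect; nearly all actives have a fitted effect of over 45% in size; temperature-sensitive fusion mutants such as fzo1-1 at 37 °C on non-fermentable ethanol glycerol medium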
#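 Temperature-sensitive fusion-defective S. cerevisiae (e.g. fzo1-1, mgm1-5) were grown with compound in YPEG medium (3% ethanol, 3% glycerol) for 48 hours at 37C. Growth rescue was measured as viability by CellTiterGlo luminescence after 10 minutes at ambient.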
# MBNL1-CUG inh – blocks human MBNL1 binding to CUG repeat RNA; Q9NR56; TR-FRET MBNL1-His/biotin-(CUG)12 binding, 665/545 ratio; Potency, µM (top dose mostly 57.5 µM), for the others: at the top dose activity change, negative = inhibition, usual class: inhibitors; actives 0.036% (n = 280,000); AID 2675; active means well fitted inhibition curve with a large enough effect in the signal ratio, with a control signal flat, not every such curve was filed as active; inconclusive means small, poorly fitted or top-dose-only effect, or effect the other way, or a change in a side signal; inactive means no such curve, though single readings can be large or run the other way; the % refers to the signal ratio; further: potency means the concentration at half of the fitted maximal effect; on the % scale 0 is the no-effect control and ±100 the full control effect
# Target sequence (Q9NR56 whole entry, looked up): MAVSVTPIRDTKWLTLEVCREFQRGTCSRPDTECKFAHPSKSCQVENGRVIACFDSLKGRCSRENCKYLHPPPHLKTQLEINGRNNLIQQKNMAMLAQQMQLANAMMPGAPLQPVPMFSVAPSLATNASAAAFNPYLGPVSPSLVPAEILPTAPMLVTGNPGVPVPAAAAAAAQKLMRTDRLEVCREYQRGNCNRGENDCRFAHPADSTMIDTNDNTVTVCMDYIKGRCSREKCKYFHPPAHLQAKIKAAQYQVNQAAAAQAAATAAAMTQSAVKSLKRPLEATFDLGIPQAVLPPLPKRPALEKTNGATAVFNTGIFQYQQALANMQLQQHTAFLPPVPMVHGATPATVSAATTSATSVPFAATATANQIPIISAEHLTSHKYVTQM
#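 TR-FRET between His-tagged MBNL1 and biotin-(CUG)12 RNA, detected with Tb anti-His antibody (0.055 ng/ul) and streptavidin-XL665 (5 nM), 60 min at room temperature. Compounds titrated 92 nM to 58 uM; 665/545 nm ratio normalized to buffer and complex controls.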
# TCR activator – activators of T cell receptors; primary human leukocytes, anti-CD3, IL-2 HTRF, 48 h; Potency, µM (top dose mostly 9.22 µM), for inactives: top-dose activation of IL-2 secretion, most hits filed as activators; 330,000 tested, under 10 active; further: % of control where 0% means no effect
#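 Compounds are tested in HTS on primary human leukocytes co-incubated with a-CD3 beads for 48 hr. IL-2 output is measured by time-resolved FRET.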
# Integrin act MD – integrin-mediated muscular dystrophy alleviation activation. alpha7betagal myoblasts, beta-gal FDG fluorescence, 48 h. Potency, µM (doses to about 38.3 µM), inactives show at the top dose activation, usual class: activators. actives 0.064% (n = 350,000). AID 624291;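 further: potency means the concentration at half of the fitted maximal effect; 100% = response of the positive control SU9516; nearly all actives have a fitted effect of over 60% in size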
#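 alpha7betagal+/- myoblasts (passage 13, 250/well) treated 48 h at 37C with compounds at 1:260 dilution of DMSO stock. Lysed, then beta-galactosidase activity read as FDG fluorescence (ex 480/em 540) after 30 min, with pre-read for autofluorescence.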
# Menin-MLL TR inh – menin-MLL binding inhibition, Texas Red mutant peptide. actives 0.23% (n = 270,000). Menin + Texas Red MLL mutant peptide, fluorescence polarization. Potency, µM (top dose mostly 61.6 µM), without a hit: top-dose FP activity change, negative = inhibition, actives largely listed as inhibitors. O00255; active means well fitted inhibition curve with a large enough effect in the polarisation, with a control signal flat, not every such curve was filed as active; inconclusive means small, poorly fitted or top-dose-only effect, or effect the other way, or a change in a side signal; inactive means no such curve, though single readings can be large or run the other way; the % refers to the polarisation; further: potency means the concentration at half of the fitted maximal effect; % of control where 0% means no effect; many of its hits are not listed in these tables
# CXXC DNA block – blocks binding of human MLL CXXC domain to DNA; Q03164; MLL-CXXC / FITC-HOXA9 DNA fluorescence polarization; Potency, µM (doses to about 115 µM), for inactives: at the highest dose activity change, negative = inhibition, usual class: inhibitors; actives 0.037% (n = 290,000); AID 2662; active means well fitted inhibition curve with a large enough effect in the polarisation, with a control signal flat, not every such curve was filed as active; inconclusive means small, poorly fitted or top-dose-only effect, or effect the other way, or a change in a side signal; inactive means no such curve, though single readings can be large or run the other way; the % refers to the polarisation; further: potency means the concentration at half of the fitted maximal effect
#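 Purified MLL-CXXC (added from a 7 uM solution) was preincubated 5 min at ambient with pinned compounds in 50 mM Tris-HCl pH 7.5, 50 mM NaCl, 1 mM DTT, 0.05% BSA. Fluorescein-labeled HOX-A9 DNA (50 nM solution) followed, 30 min, then polarization read.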
# PTAP TSG101 blk – blocks PTAP/TSG101 interaction to inhibit HIV-1 budding | Fluorescence polarization, FITC-PTAP peptide / Tsg101 binding | Potency, µM (top dose mostly 115 µM), for inactives: at the top dose activity change, negative = inhibition, actives largely listed as inhibitors | 340,000 tested, under 10 active; active means well fitted inhibition curve with a large enough effect in the main read-out, with a control signal flat, not every such curve was filed as active; inconclusive means small, poorly fitted or top-dose-only effect, or effect the other way, or a change in a side signal; inactive means no such curve, though single readings can be large or run the other way; further: potency means the concentration at half of the fitted maximal effect; % of control where 0% means no effect
# Target sequence (Q99816 whole entry, looked up): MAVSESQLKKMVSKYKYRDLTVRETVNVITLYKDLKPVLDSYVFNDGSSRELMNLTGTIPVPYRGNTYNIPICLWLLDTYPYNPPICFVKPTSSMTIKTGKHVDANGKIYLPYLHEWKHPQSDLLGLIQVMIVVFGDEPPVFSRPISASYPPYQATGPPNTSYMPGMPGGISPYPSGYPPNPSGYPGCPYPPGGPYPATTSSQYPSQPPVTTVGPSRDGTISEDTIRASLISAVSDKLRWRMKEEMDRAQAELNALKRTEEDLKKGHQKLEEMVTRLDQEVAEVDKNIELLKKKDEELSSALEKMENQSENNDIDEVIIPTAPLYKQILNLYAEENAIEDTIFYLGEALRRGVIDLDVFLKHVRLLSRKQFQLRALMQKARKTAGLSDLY
#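 Fluorescence polarization binding of Tsg101 binding domain (10 uM final) to FITC-labeled PTAP peptide (50 nM final) in HEPES pH 7.5 buffer with NaCl, Tween 20, EDTA, TCEP. Compounds added before peptide; binding 20 min at RT.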
# AT treatment – candidate therapy for ataxia-telangiectasia; actives 0.19% (n = 320,000); AID 485349; Potency, µM (doses to about 57.5 µM), for inactives: at the highest dose activation, hits mostly activators; […] A-T fibroblasts, KAP-1 phosphorylation AlphaLISA; neocarzinostatin DNA damage 30 min before lysis; further: potency means the concentration at half of the fitted maximal effect; % of control where 0% means no effect; nearly all actives have a fitted effect of over 45% in size
#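 ATM-like activity read as KAP-1 phosphorylation via AlphaLISA donor/acceptor antibody pairs after lysis and 6 hr at 25C. Cells were ATM-null patient fibroblasts ([…], hTERT), dosed 60 min, then exposed to the DSB inducer NCS for 30 min.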
# TSHR antag – antagonists of human thyroid stimulating hormone receptor. TSHR-expressing cells, TSH-stimulated cAMP HTRF, 2 h; active compounds read low. activity change, negative = inhibition, % at 11.5 µM. actives 0.2% (n = 330,000). AID 504810;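 active means activity change below a set negative limit, meaning inhibition stronger than a set level, cut at about -70% in these data; inconclusive means activity change between two set negative limits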; further: on the % scale 0 is the no-effect control and ±100 the full control effect
#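 Antagonism was scored as loss of TSH-driven cAMP in TSHR cells, stimulated with 4nM TSH (EC80) for 2 hours at 37 deg C and detected by homogeneous HTRF competition immunoassay.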
# Numbers without * were called inactive; ? = inconclusive; . = no result given; [ ] = another dose, or the depositor's remark. Unless noted, the call rests on the fitted dose curve; in most records, active means well fitted curve in the direction sought with a large enough effect; inconclusive means small, poorly fitted or top-dose-only effect, or another doubt; inactive means no such curve, though single readings can be large; an effect the other way counts as inactive or inconclusive. The list is partial; rates above refer to the full screens.
SMILES,ASM inhibitor,Mito fusion yeast,MBNL1-CUG inh,TCR activator,Integrin act MD,Menin-MLL TR inh,CXXC DNA block,PTAP TSG101 blk,AT treatment,TSHR antag
O=S(=O)(CCN1CCOCC1)c1ccc(OC(F)(F)F)cc1,6%,1%,2%,-1%,-36%,0%,7%,-4%,0%,-7
CCN(CC(=O)NCCc1ccccc1)S(=O)(=O)c1ccccc1,1%,0%,1%,-2%,1%,-14%,7%,0%,9%,-2
Cc1nnn(C23CC4CC(CC(C4)C2)C3)n1,2%,2%,-13%,-9%,-4%,-27%,-5%,-5%,.,.
O=C(CSc1nnc2ccc(-c3ccccc3)nn12)NCC1CCCO1 (centres undefined),10%,-3%,?,5%,1%,-16%,2%,-1%,-2%,11
O=C(NCc1cccc(F)c1)C1CCN(S(=O)(=O)Cc2ccccc2)CC1,4%,2%,-4%,-3%,-2%,-3%,-4%,1%,1%,-11
CCOC(=O)CNc1nc(Cl)c(C#N)s1,6%,20%,-11%,-6%,20%,-4%,3%,-6%,-1%,18
Cc1cccc(C2c3[nH]c4ccccc4c3CCN2C(=O)c2cc3c([nH]c2=O)CCCC3)n1 (centres undefined),-16%,5%,4%,0%,7%,-20%,9%,-1%,-4%,-4
O=C(O)c1ccc2c(c1)C(=O)N(c1cc([N+](=O)[O-])ccn1)C2=O,0%,8%,?,8%,?,5%,6%,-2%,5%,3
CN(C(=O)c1ccccc1)c1nc2ccccc2s1,-4%,14%,3%,1%,-17%,10%,0%,-4%,2%,-10
COc1ccccc1-c1nnc(NC(=O)c2cccc(N3C(=O)CCC3=O)c2)o1,5%,-13%,?,-1%[46.1 µM],0%,0%,11%,0%,-7%,12
O=C1NC[C@@H](Cc2cccc3ccccc23)N(CCC23CC4CC(CC(C4)C2)C3)C1=O,-6%,12%,.,-76%,-7%,.,.,-4%,16%,4
Nc1nc(N)nc(COc2ccccc2)n1,3%,2%,-13%,-7%,16%,-3%,18%,-7%,1%,11
Cc1ccc(CNS(=O)(=O)c2ccc3c(c2)NC(=O)CS3)cc1,-2%,0%,-8%,2%,22%,.,17%,0%,?,-22
O=C(O)CC(NNC(=O)c1ccccc1)C(=O)Nc1cccc([N+](=O)[O-])c1 (centres undefined),3%,-3%,?,-2%,2%,.,-1%,-1%,2%,-4
Cc1nc2c(-c3ccccc3)c(C)[nH]n2c(=O)c1Cl,1%,-4%,1%,-3%,12%,?,0%,-5%,13%,-4
CC(/C=C/c1ccco1)=N\NC(=O)c1cc(C)[nH]n1,-3%,-1%,7%,3%,-2%,13%,-5%,-9%,-3%,-1
Cc1ccc(C(C)C)cc1OCCN1CCCC1,7%,14%,.,1%[46.1 µM],10%,-6%,-3%,5%,13%,8
CC(C(=O)N1CCCC1)c1ccc([N+](=O)[O-])cc1 (centres undefined),0%,3%,?,0%,11%,0%,1%,-1%,2%,9
O=C(NCC1CCN(Cc2ccccc2F)CC1)C1CCCN(c2ncnc3c2nc2n3CCCCC2)C1 (centres undefined),1%,19%,-9%,-4%,-43%,?,5%,-4%,7%,38
COc1ccc(C(CC(=O)O)NC(=O)c2sc3ccccc3c2Cl)cc1 (centres undefined),3%,1%,50%[activator],-11%[46.1 µM],7%,-8%,-4%,-3%,-1%,8
CCC(C)NS(=O)(=O)c1ccc(OCC(=O)NCc2ccc3c(c2)OCO3)cc1 (centres undefined),3%,-6%,-2%,-2%,18%,16%,3%,-2%,-4%,-1
O=C(COc1ncnc2cc(Cl)ccc12)c1ccccc1,0%,-5%,-3%,2%,-3%,.,-11%,-6%,-9%,-1
O=C(O)c1[nH]c2ccccc2c1C(c1cccc(O)c1)c1c(C(=O)O)[nH]c2ccccc12,-11%,-9%,-8%,-3%,-30%,?,-9%,-6%,-5%,1
O=C(NCc1ccccc1Cl)C1CCC(=O)N(CCCN2CCCC2=O)C1 (centres undefined),-2%,-1%,13%,-7%,0%,.,33%[activator],1%,7%,14
COc1ccc(N2CCN(CC(O)COC(c3ccc(F)cc3)c3ccc(F)cc3)CC2)cc1 (centres undefined),-2%,-23%,3%,6%,5%,18µM*,24%,1%,-12%,2
COc1ccc(C(=O)COC(=O)c2ccc3c(c2)OCCO3)c(OC)c1,-4%,13%,.,.,0%,.,.,1%,12%,-3
O=C(c1ccccc1)N(c1ccccc1)c1nccc2ccccc12,0%,.,.,6%,-8%,.,.,-1%,.,.
CCOC(=O)N1CCN(C(=O)c2ccccc2NC(=O)c2ccc(C(C)(C)C)cc2)CC1,1%,-5%,.,-2%[46.1 µM],-39%,-6%,22%,-1%,3%,-8
Cc1cccc(OCC(=O)NC(C)C(=O)N/N=C/c2c(OCc3ccccc3)ccc3ccccc23)c1 (centres undefined),4%,0%,-3%,8%,-7%[7.66 µM],-7%,31%[activator],-11%,0%,30
CCOC(=O)c1cc2c(ccn2-c2ccc(F)cc2)n1CC(=O)N(CC)CC,-2%,?,2%,4%,9%,11%,-1%,-8%,-1%,-3
COc1ccc(C(=O)NCc2nnc(SCC(=O)Nc3cc(C)on3)o2)cc1OC,3%,0%,4%,3%,-12%,-10%,-2%,-1%,2%,9
CCOC(=O)Cn1cc(/C=C/[N+](=O)[O-])c2ccccc21,-5%,-7%,14%,-4%,-21%,-5%,-13%,-3%,26%,1
N/C(=N\OC(=O)CCC1CCCCC1)c1ccccn1,-3%,-9%,-4%,-4%,-19%,?,4%,-8%,3%,-5
O=C(c1ccc(Cl)cc1)c1ccc(OCC(O)CN2CCCCC2)cc1 (centres undefined),-3%,-2%,-1%,2%,-58%[inhibitor],-8%,7%,-1%,2%,-4
COc1cccc(C(=O)OC(C)C(=O)NCC2CCCCC2)c1 (centres undefined),1%,0%,.,1%,0%,.,.,-3%,0%,-4
Cc1c(O)cc2c(c1O)C(=O)CC(c1ccccc1)O2 (centres undefined),-8%,-49%[inhibitor],-10%,1%,-34%,.,-1%,1%,-11%,-8
O=[N+]([O-])c1ccc(NS(=O)(=O)c2cccc3cccnc23)cc1,-4%,1%,?,-25%,18%,20%,-4%,2%,-8%,-3
Fc1ccc(-c2nc3ccncc3[nH]2)cc1,2%,-3%,-11%,.,-16%,-1%,-1%,-6%,3%,-2
CCOC(=O)C1=C(COC(=O)c2ccco2)NC(=O)NC1CC (centres undefined),1%,-3%,.,-1%,14%,.,.,-3%,2%,5
Cc1cc(C)cc(N(CC(=O)NC2CC3CCC2C3)S(C)(=O)=O)c1 (centres undefined),3%,3%,-8%,.,13%,-20%,-1%,-2%,-12%,-6
CCOC(=O)CC1C(=O)NCCN1C(=O)c1ccc(Cl)cc1 (centres undefined),9%,-13%,-13%,11%,19%,1%,23%,-7%,-4%,-4
COc1ccc(OCC(=O)Nc2cccc3cccnc23)cc1,-1%,17%,7%,-4%,-20%,-5%,11%,0%,33%,-15
CC1CCN(C(=O)CSc2nnc(CNC(=O)c3ccc(F)cc3)o2)CC1,3%,2%,2%,4%,6%,.,7%,.,-5%,-5
CC(=O)c1cccc(NC(=O)c2ccc(S(=O)(=O)N3CCCC3)cc2)c1,1%,2%,-1%,2%,-15%,6%,4%,-3%,-3%,-10
CC1=C(C#N)C(c2ccccc2)C2=C(N1)c1ccccc1C2=O (centres undefined),-20%,7%,?,1%,-17%,4%,8%,-3%,1%,-15
C=CCNC(=O)c1cc2cccc(OC)c2oc1=O,1%,-4%,?,-9%,-15%,-2%,-9%,0%,1%,0
COc1ccc(CNC(=O)CSc2ncn[nH]2)cc1,-3%,-1%,1%,3%,16%,9%,-5%,1%,4%,11
C=CCOC(=O)C1=C[C@@H](c2ccc(C(F)(F)F)cc2)[C@H](CCCO)[C@@H](OCC)O1,-7%,10%,-2%,1%,-22%,0%,?,.,-13%,2
O=C(CSc1nnc(C2COc3ccccc3O2)o1)N1CCN(c2ccccc2)CC1 (centres undefined),3%,-4%,-2%,-3%,37%,-15%,5%,0%,2%,10

# Source: PubChem
